Screens (PubChem BioAssay)
LGR2 inh: inhibitors of bursicon-induced Drosophila LGR2 receptor cAMP signaling; AID 720647; inhibition, % at 9.99 µM; HEK293 LGR2, CRE-luciferase, bursicon-stimulated, 4 h; actives 0.35% (n = 380,000);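 active = drop in luminescence signal, shown as inhibition above about 50% in the replicate tests, limit read from the data, passing the limit was not always enough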;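 also: agonist challenge used bursicon conditioned medium at about half maximal strength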
PGC1a acetyl inh: modulators of PGC1a acetylation; U2OS PGC1a acetylation, AlphaScreen anti-acetyl-lysine; with virally co-expressed GCN5 acetyltransferase; inhibition, % at 15.6 µM; AID 651687; actives 0.17% (n = 350,000);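 active = every replicate shows inhibition of at least 40%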;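 also: 0% = neutral control wells and 100% = positive control wells; some results beyond the cut were filed as inactive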
ERAP1 inh: ERAP1 (human) enzyme inhibition; recombinant ERAP1, Leu-AMC fluorescence, 60 min; inhibition, % at 10.7 µM; actives 0.15% (n = 340,000); AID 652197;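 active = mean replicate inhibition of at least 30%, or all replicates individually reaching that 30% level; inactive = mean below 30% and not every replicate reaching it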;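 also: 0% = neutral control wells and 100% = L-leucinethiol positive control wells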
Target sequence (Q9NZ08 whole entry, looked up): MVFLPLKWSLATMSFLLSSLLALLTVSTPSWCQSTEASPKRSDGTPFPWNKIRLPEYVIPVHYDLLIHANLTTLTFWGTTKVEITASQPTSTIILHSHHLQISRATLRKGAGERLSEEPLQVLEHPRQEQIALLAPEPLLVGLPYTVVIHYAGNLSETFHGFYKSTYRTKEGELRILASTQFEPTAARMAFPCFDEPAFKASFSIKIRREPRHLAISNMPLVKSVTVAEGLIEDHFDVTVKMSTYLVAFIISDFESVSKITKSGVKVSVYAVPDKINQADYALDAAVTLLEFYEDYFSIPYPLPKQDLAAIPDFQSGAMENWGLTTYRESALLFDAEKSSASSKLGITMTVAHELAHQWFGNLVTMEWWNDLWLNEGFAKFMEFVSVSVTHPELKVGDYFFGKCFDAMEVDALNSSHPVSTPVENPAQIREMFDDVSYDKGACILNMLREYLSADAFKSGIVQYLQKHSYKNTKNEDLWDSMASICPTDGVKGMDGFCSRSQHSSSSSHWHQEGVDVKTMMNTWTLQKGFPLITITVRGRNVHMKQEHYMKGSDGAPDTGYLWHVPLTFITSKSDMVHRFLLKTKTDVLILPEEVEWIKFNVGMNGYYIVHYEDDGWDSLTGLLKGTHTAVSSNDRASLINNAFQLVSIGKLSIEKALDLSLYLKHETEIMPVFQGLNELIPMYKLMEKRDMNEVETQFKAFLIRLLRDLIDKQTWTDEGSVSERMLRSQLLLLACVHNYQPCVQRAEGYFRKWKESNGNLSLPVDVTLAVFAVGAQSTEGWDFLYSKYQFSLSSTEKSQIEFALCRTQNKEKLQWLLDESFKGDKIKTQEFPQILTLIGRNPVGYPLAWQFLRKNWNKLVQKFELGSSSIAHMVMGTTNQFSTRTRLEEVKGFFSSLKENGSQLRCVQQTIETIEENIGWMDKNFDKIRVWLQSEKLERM
PglD inh: inhibitors of Campylobacter jejuni PglD acetyltransferase; purified PglD enzyme, DTNB colorimetric CoA detection; inhibition, % at 12.5 µM; actives 0.098% (n = 360,000); AID 602405; in the data active = inhibition above about 16%, passing the limit was not always enough; also: strong numbers were not always called active
FN deposition inh: fibronectin deposition inhibition | AH1F fibroblasts, Alexa488-fibronectin deposition fluorescence, overnight | inhibition, % at 12.6 µM | actives 0.086% (n = 350,000);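 active = mean inhibition across replicates of 30% or more, regardless of how many single replicates reach that level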;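 also: positive control wells lacked labelled fibronectin entirely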
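Assay system: AH1F fibroblasts / Quantity: 10000 cells per well / Medium: DMEM plus 2% serum, read in PBS / Reagent: labelled fibronectin 24 nM / Dosing: single dose, pinned / Times: 1 h cell attachment, overnight exposure to compound and label / Signal: fluorescence, ex 485 nm, em 525 nm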
EWS-Fli inh: EWS/Fli transcriptional activity inhibition. A673 NR0B1-luciferase reporter, viability-normalised. inhibition, % at 12.6 µM. actives 0.67% (n = 350,000). AID 651661;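 active = mean inhibition of at least 50% after viability correction, with every replicate also passing that limit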;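 also: firefly luciferase signal divided by Alamar Blue viability fluorescence both relative to DMSO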
PAX8 reporter: inhibitors of PAX8 transcriptional activity in RMG-I cells. RMG-I TPO-luciferase reporter, SteadyGlo, 24 h. inhibition, % at 12.6 µM. actives 1.2% (n = 360,000). AID 652154;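 active = mean replicate inhibition at least 60% with every replicate also reaching 60%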;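 also: luciferase light reporting Pax8 driven TPO promoter activity; plate controls were median of neutral control wells for no effect and mitoxantrone controls for full effect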
S100A4 MyoIIA: inhibitors of human S100A4 binding to myosin IIA peptide; P26447; S100A4/TAMRA-MyoIIA peptide fluorescence polarization; inhibition, % at 10.7 µM; actives 0.14% (n = 360,000);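 active = mean inhibition of at least 70% across replicates, with every replicate also reaching that level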
Target sequence (P26447 whole entry, looked up): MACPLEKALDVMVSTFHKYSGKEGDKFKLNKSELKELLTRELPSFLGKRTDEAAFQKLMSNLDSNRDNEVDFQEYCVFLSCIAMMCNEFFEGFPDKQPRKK
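Material: S100A4 monomer (human). Medium: Calcium-containing HEPES buffer, pH 7.2. Probe or stimulus: labelled myosin peptide probe, 5 nM. Compound dosing: one concentration per compound. Timing: polarization read 5 min after assay mix addition, stable 5–60 min. Benchmarks: DMSO as neutral control, TFP as positive control.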
Active calls of the source: *; . = not tested or not shown; & = joins results of further samples.

SMILES	LGR2 inh	PGC1a acetyl inh	ERAP1 inh	PglD inh	FN deposition inh	EWS-Fli inh	PAX8 reporter	S100A4 MyoIIA
CCCCn1c(N)c(N(CCOC)C(=O)COC(=O)CCOc2ccccc2C)c(=O)[nH]c1=O	-1	4	0	4	-4	6	-9	5
Cn1c(=O)c2cc(NC(=O)Cc3ccccc3F)ccc2n1-c1ccc(C(C)(C)C)cc1	.	.	0	0	13	1	33	-1
CC1=CC(C)(C)NC(=S)N1c1ccccc1C	3&2	5&5	0&2	-2&-2	5&6	2&5	-8	0&6
C[C@@H]1CN([C@@H](C)CO)C(=O)c2cc(NC(=O)CCCN(C)C)ccc2O[C@@H]1CN(C)C(=O)Nc1cccc2ccccc12	0	0	3	-5	-2	-3	-15	5
COc1ccc(NC(=O)Nc2ccc3c(c2)CC(=O)N([C@@H](C)CO)C[C@H](C)[C@@H](CN(C)S(=O)(=O)c2ccc(C)cc2)O3)cc1	-32	2	-8	.	.	2	-25	-4
COc1ccc(C2C(C(=O)Nc3ccc(F)cc3)=C(C)Nc3nc(CCCO)nn32)cc1 (centres undefined)	-9	5	-1	4	23	-10	-2	-1
Cc1cccc(NC(=O)c2ccc(CN3CCc4ccccc4C3)cc2)c1C	-5	.	0	.	9	-5	-8	2
Cc1ccc(-n2ncc3c2CC(C)(C)CC3NC(=O)CCN2CCCCC2=O)cc1 (centres undefined)	13	.	-2	-5	4	2	.	-2
C[C@H]1CN([C@@H](C)CO)C(=O)c2cc(NS(=O)(=O)c3cn(C)cn3)ccc2O[C@H]1CN(C)C	-1	4	0	0	-11	-5	-15	7
COc1ccc(CN(C2CC2)S(=O)(=O)c2ccccc2Br)cc1	13	-29	-2	-2	8	9	8	-2
COC(=O)c1ccc(NC(=S)NC2CC(C)(C)NC(C)(C)C2)cc1	2	5	.	-4	-1	.	-18	.
N#Cc1c(SCC(=O)Nc2ccccc2C(F)(F)F)sc2c(O)cc(=O)[nH]c12	-14	.	2	.	3	4	0	-4

Another view of part of the listing above.
SMILES,LGR2 inh,PGC1a acetyl inh,ERAP1 inh,PglD inh,FN deposition inh,EWS-Fli inh,PAX8 reporter,S100A4 MyoIIA
C[C@@H]1CN([C@@H](C)CO)C(=O)c2cc(NC(=O)CCCN(C)C)ccc2O[C@@H]1CN(C)C(=O)Nc1cccc2ccccc12,0,0,3,-5,-2,-3,-15,5
COc1ccc(NC(=O)Nc2ccc3c(c2)CC(=O)N([C@@H](C)CO)C[C@H](C)[C@@H](CN(C)S(=O)(=O)c2ccc(C)cc2)O3)cc1,-32,2,-8,.,.,2,-25,-4
CC1=CC(C)(C)NC(=S)N1c1ccccc1C,3&2,5&5,0&2,-2&-2,5&6,2&5,-8,0&6
CCCCn1c(N)c(N(CCOC)C(=O)COC(=O)CCOc2ccccc2C)c(=O)[nH]c1=O,-1,4,0,4,-4,6,-9,5

Later entries.
SMILES	LGR2 inh	PGC1a acetyl inh	ERAP1 inh	PglD inh	FN deposition inh	EWS-Fli inh	PAX8 reporter	S100A4 MyoIIA
COc1cc(/C=C/C(=O)c2ccc([N+](=O)[O-])o2)ccc1O	24	.	-2	2	-8	55*	59	7
Cc1ccccc1NC(=O)c1cccc(NC(=O)c2c(C(=O)O)cccc2[N+](=O)[O-])c1	6	-5	.	.	2	-5	-14	-2
CSCCC(NC(=O)c1ccccc1Br)C(=O)NNC(=O)c1ccco1 (centres undefined)	18	-3	-1	3	-8	-7	-11	-25
COc1cccc(C#Cc2ccc3c(c2)[C@H]2[C@H](CCN2S(=O)(=O)c2ccc(C)cc2)[C@H](CO)N3)c1	-6	-16	2	.	-16	-3	.	-8
Cc1ccc2c(c1)C=CC(C#N)N2C(=O)Oc1ccccc1 (centres undefined)	-17	.	1	.	-6	-3	-81	-3
CCCNC(=O)N(C)C[C@H]1Oc2cc(C#CC(C)C)ccc2S(=O)(=O)N([C@@H](C)CO)C[C@@H]1C	-2	-8	.	-1	-9	-1	12	.
C[C@@H]1CN([C@@H](C)CO)C(=O)c2c(c3ccccc3n2C)-c2ccccc2CO[C@@H]1CN(C)Cc1ccc2c(c1)OCO2	17	-22	-3	.	2	5	12	29
COc1ccc(CNC(=O)C2CCN(c3nc(-c4ccccc4)nc4c3CCC4)CC2)cc1	2	7	1	5	-1	16	28	-6
CCCCCCN1CC(=O)N2Cc3[nH]c4ccccc4c3C[C@H]2C1=O	-6	4	0	13	-4	-10	20	-4
NC1=NC[C@H](Cc2ccc(O)cc2)N1CCc1cc(C(F)(F)F)cc(C(F)(F)F)c1	.	.	-2	-2	3	6	18	0
Cc1ccc(-c2noc(CSc3nnc(Cc4ccccc4)n3-c3ccc(Cl)cc3)n2)cc1	.	-11	-3	-7	.	-5	.	12
CN(/C(=N/S(=O)(=O)c1ccccc1)c1ccccc1)S(=O)(=O)c1ccccc1	-3	-13	-3	-5	3	3	-9	-1
C/C=C/C(=O)N[C@@H]1c2ccccc2CC[C@@H]1OCc1ccccc1	24	-12	-1	-1	-3	10	-16	0
Cc1noc(C)c1NC(=O)Nc1ccc2c(c1)C(=O)N([C@H](C)CO)C[C@H](C)[C@H](CN(C)C(=O)Nc1ccc3c(c1)OCO3)O2	-5	4	2	-3	.	-13	-8	-1
COc1ccc(-n2c(SCc3ccc([N+](=O)[O-])cc3)nnc2-c2ccc(C)cc2)cc1	10	.	1	.	9	29	30	1
O=c1[nH]c2cc(O)ccc2c2ccccc12	.	13	-5	2	1	3	-16	-3
O=C(Nc1nc2ccccc2[nH]1)c1cccc(F)c1	-24	-1	-3	-5	4	2	-81	0
Cc1ccc(C(=O)COc2ccc3c(C)cc(=O)oc3c2)cc1	6	3	2	1	0	-12	-26	-6
Fc1ccc(C2CCCN2Cc2nc(Cc3ccccc3F)no2)cc1 (centres undefined)	-9	.	-4	.	-1	-1	3	-6
O=[N+]([O-])c1ccc2nc(-c3ccc(OC(F)F)cc3)cn2c1	-20	3	-1	.	-8	-140	-66	-6
CC(=O)c1cccc(-c2ccc3c(=O)[nH]c(Nc4ccccc4)cc3c2)c1	1	6	-1	0	6	-23	-3	5
Cc1ccc(N2CC(C(=O)Nc3cc(Cl)ccc3-n3cncn3)CC2=O)cc1 (centres undefined)	-15	.	0	.	2	4	13	-2
C[C@@H]1CN([C@@H](C)CO)C(=O)c2cc(NC(=O)Cc3cn(C)c4ccccc34)ccc2O[C@H]1CN(C)S(=O)(=O)c1ccc(F)cc1	8	2	-1	1	.	-1	.	-4
O=C(C[C@@H]1CC[C@H]2[C@@H](COC[C@@H](O)CN2C(=O)c2cnccn2)O1)N1CCN(c2ccccc2)CC1	6	1	-2	-2	-8	-4	-2	-9
COc1ccc(NS(=O)(=O)c2cc(NC(=O)CCNC(C)=O)ccc2N2CCOCC2)cc1	3	.	-1	.	2	2	1	2
C[C@@H]1CN([C@H](C)CO)C(=O)c2cc(C#Cc3ccc(F)cc3)cnc2O[C@H]1CN(C)C	2	-7	1	-1	.	-15	.	-5
CCOC(=O)C1CCN(C(=O)c2ccc3nc(-c4ccc(OC)cc4)c(-c4ccc(OC)cc4)nc3c2)CC1	-3	-2	4	5	-6	.	31	-8
CO[C@H]1CN(C)C(=O)c2ccc(NC(=O)Nc3ccccc3F)cc2OC[C@H](C)N(CC2CC2)C[C@H]1C	-4	5	3	1	2	-2	-3	-49
N/C(=N\c1nc(CSc2ccccn2)cc(=O)[nH]1)Nc1ccc(Cl)cc1Cl	-24	-6	2	-3	3	8	-2	15
CCCCCN(C(=O)CCc1cn(CCCCC)c2ccccc12)c1ccc(Oc2cccnc2)cc1	3	.	-3	.	14	15	-2	-3
COCc1cc(C)nc(OCC(=O)N/N=C/c2ccc(O)cc2O)c1C#N	.	.	3	.	-4	3	20	-1
O=C(c1ccncc1)N1CC(=O)N2[C@@H](CO)[C@@H](c3ccc(-c4cccnc4)cc3)[C@@H]2C1	-16	-4	3	.	.	5	-22	-1
CO[C@H]1CN(C)C(=O)c2cc(NC(C)=O)ccc2OC[C@@H](C)N(C(=O)c2ccccc2)C[C@H]1C	-4	.	0	2	-2	0	0	-26
COc1ccc(-n2nc([N+](=O)[O-])c(=NCCCN3CCCC3=O)n2O)cc1	-9	6	.	-9	-8	-6	-16	-1
Cc1ccc(CN2CC(C(=O)N3CCN(c4ccccc4O)CC3)CC2=O)cc1 (centres undefined)	-4	7	-2	-4	-3	7	12	2
c1ccc(COc2ccc(OCCN3CCCCC3)cc2)cc1	-35	.	2	-1	2	-37	99*	1

4 of the entries above in order of the LGR2 inh value, high to low:
molecule | LGR2 inh
CCCCCN(C(=O)CCc1cn(CCCCC)c2ccccc12)c1ccc(Oc2cccnc2)cc1 | 3
CO[C@H]1CN(C)C(=O)c2ccc(NC(=O)Nc3ccccc3F)cc2OC[C@H](C)N(CC2CC2)C[C@H]1C | -4
COc1ccc(-n2nc([N+](=O)[O-])c(=NCCCN3CCCC3=O)n2O)cc1 | -9
c1ccc(COc2ccc(OCCN3CCCCC3)cc2)cc1 | -35

Later entries:
SMILES	LGR2 inh	PGC1a acetyl inh	ERAP1 inh	PglD inh	FN deposition inh	EWS-Fli inh	PAX8 reporter	S100A4 MyoIIA
COc1ccc(CN(C)C[C@@H]2OCCCC[C@@H](C)Oc3ccc(NC(=O)c4ccccc4)cc3C(=O)N([C@H](C)CO)C[C@@H]2C)cc1	1	2	-3	-28	.	-7	-44	3
CC(=O)OCC(COC(C)=O)OC(C)=O	-28	3	-1	-3	-5	9	-3	-1
CCOC(=O)C1CCN(C(=O)c2oc3ccc(S(=O)(=O)N4CC(C)CC(C)C4)cc3c2C)CC1 (centres undefined)	.	-6	.	-4	-5	.	14	.
COc1ccc(NC(=O)N2CCN(S(C)(=O)=O)CC2)c(OC)c1	-29	.	0	.	0	0	3	-5
COc1ccc2c3c([nH]c2c1)[C@@H](CO)N(S(=O)(=O)c1ccccc1)CC31CCN(C)CC1	5	.	6	.	-7	8	.	5
CC(=O)N1c2ccc(S(=O)(=O)NCC3CCC(C(=O)NCc4ccc(C)cc4)CC3)cc2CC1C (centres undefined)	-16	-10	-1	4	-18	.	-2	0
COC(=O)C[C@H]1CC[C@@H]2[C@@H](COc3ccc(NC(=O)Nc4ccc(C)cc4)cc3C(=O)N2C)O1	5	-6	1	-2	-15	-16	6	0
Cc1ccc(S(=O)(=O)CCC(=O)NCc2ccccc2)cc1	15	.	0	.	4	7	32	-3
COc1ccc(NC(=O)CN(Cc2ccccc2)S(C)(=O)=O)cc1	4	-42	.	4	-1	.	.	.

One compound at a time, as listed above. Order of screens: LGR2 inh	PGC1a acetyl inh	ERAP1 inh	PglD inh	FN deposition inh	EWS-Fli inh	PAX8 reporter	S100A4 MyoIIA
Listed for COC(=O)C[C@H]1CC[C@@H]2[C@@H](COc3ccc(NC(=O)Nc4ccc(C)cc4)cc3C(=O)N2C)O1 → 5	-6	1	-2	-15	-16	6	0
Listed for Cc1ccc(S(=O)(=O)CCC(=O)NCc2ccccc2)cc1 → 15	.	0	.	4	7	32	-3
Listed for CCOC(=O)C1CCN(C(=O)c2oc3ccc(S(=O)(=O)N4CC(C)CC(C)C4)cc3c2C)CC1 (centres undefined) → .	-6	.	-4	-5	.	14	.
